RORg inh = blocks mouse ROR gamma transcriptional activity. P51450. Drosophila S2 Gal4-RORgamma UAS-luciferase reporter, 20 h. Potency, µM (doses to about 53.6 µM), for inactives: at the highest dose activity change, negative = inhibition, actives largely listed as inhibitors. 5.4% of 310,000 active. AID 2551; note: potency is the fitted concentration of half-maximal effect; % is set by controls: 0 for no effect and ±100 for the full control effect; nearly all actives have a fitted effect of over 60% in size
Target sequence (P51450 whole entry, looked up, the tested form may be a part): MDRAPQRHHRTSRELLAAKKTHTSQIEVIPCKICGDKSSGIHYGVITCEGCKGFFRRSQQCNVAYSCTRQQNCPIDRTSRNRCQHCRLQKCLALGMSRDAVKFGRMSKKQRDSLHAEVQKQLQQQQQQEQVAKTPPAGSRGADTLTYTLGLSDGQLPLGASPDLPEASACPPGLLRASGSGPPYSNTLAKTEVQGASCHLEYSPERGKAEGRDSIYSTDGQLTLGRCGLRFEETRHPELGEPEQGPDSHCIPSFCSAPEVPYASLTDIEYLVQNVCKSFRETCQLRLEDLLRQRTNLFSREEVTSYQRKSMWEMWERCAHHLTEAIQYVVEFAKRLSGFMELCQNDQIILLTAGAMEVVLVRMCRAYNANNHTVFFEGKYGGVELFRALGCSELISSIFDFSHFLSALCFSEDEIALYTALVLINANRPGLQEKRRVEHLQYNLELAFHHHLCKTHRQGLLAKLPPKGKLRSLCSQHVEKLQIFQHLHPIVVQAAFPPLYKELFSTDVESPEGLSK
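Luminescence from a UAS-regulated Photinus luciferase reporter in stably transfected Drosophila Schneider cells is measured; decreased signal marks ROR gamma inhibition. Fusion expression is induced by 700 uM copper sulfate for 20 hr.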
NPC1 promoter act = NPC1 promoter activation | Huh7 NPC1 promoter luciferase reporter, 24 h | Potency, µM (highest dose often 9.22 µM), for the others: top-dose activation, hits mostly activators | 2.4% of 320,000 active | AID 485313;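 note: potency is the fitted concentration of half-maximal effect; % of control where 0% means no effect; nearly all actives have a fitted effect of over 60% in size; reporter is driven by a mutant NPC1 promoter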
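Huh7 reporter cells (NPC1 promoter driving luciferase) are dosed with compound for 24 h at 37 °C, 5% CO2; luciferase detection reagent is then added and luminescence measured after 10 min at ambient temperature.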
PKM2 activator = activators of human pyruvate kinase M2. P14618. purified PKM2, Kinase-Glo ATP luminescence, activation; response scale: 0% is enzyme alone, no compound. Potency, µM (highest dose often 57.5 µM), for the others: at the highest dose activation, hits mostly activators. 0.34% of 260,000 active; note: potency is the fitted concentration of half-maximal effect; % is set by controls: 0 for no effect and ±100 for the full control effect; nearly all actives have a fitted effect of over 55% in size
Target sequence (P14618 whole entry, looked up): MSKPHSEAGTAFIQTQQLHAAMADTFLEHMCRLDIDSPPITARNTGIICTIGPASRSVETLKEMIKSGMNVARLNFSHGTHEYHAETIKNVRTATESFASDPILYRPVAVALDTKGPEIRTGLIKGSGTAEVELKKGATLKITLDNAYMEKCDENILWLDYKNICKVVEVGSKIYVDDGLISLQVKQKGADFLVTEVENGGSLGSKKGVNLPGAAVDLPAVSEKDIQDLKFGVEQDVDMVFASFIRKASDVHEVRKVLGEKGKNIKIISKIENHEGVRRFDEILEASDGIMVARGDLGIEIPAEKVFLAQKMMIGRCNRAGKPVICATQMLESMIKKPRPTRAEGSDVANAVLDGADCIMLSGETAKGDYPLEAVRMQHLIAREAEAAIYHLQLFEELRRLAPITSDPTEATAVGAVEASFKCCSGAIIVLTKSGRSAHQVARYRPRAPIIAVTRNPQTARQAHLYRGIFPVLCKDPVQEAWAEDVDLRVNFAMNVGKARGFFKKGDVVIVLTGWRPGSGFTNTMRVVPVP
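hPK-M2, >95% pure; 0.1 mM ADP / 0.5 mM PEP final; imidazole pH7.2 buffer w/ 7 mM MgCl2, 50 mM KCl; 1 h RT; Kinase-Glo lum. Intermediate enzyme activity for dual inhibitor/activator qHTS.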
BRCA1 expr act = increases BRCA1 expression; MCF7-BRCA1-FFLuc reporter, luminescence, 48 h; response scale: scaled: vehicle 0%, 10 µM genistein 100%; 1.1% of 380,000 active; Potency, µM (series often up to 46.1 µM), without a hit: top-dose activation, actives largely listed as activators; note: potency is the fitted concentration of half-maximal effect; nearly all actives have a fitted effect of over 80% in size; some results filed as inactive show a strong effect at the top dose
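Luminescence from a BRCA1-driven firefly luciferase in MCF7 cells was read after 48 h compound exposure at 37 C. Data normalized against DMSO and a 10microM genistein activation control, then curve-fitted across the titration.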
Rab9 promoter act = activators of Rab9 promoter | Huh7 Rab9 promoter-luciferase reporter, luminescence, 24 h | Potency, µM (titrated, usually from 9.22 µM), without a hit: at the top dose activation, negative = inhibition, hits mostly activators | 2.8% of 320,000 active | AID 485297; note: potency is the fitted concentration of half-maximal effect; % of control where 0% means no effect; nearly all actives have a fitted effect of over 60% in size
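Quantitative HTS format; Huh7 Rab9-luciferase reporter cells (1500/well) receive compound 2 h post-plating, incubate 24 h at 37 °C, then get luciferase reagent for 10 min before luminescence reading.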
p53 reactivation = mutant p53 re-activation in reporter cells; 0.063% of 320,000 active; AID 504706; H1299 p53-A138V BP100-luciferase reporter, luminescence, 24 h; Potency, µM (titrated, usually from 92.2 µM), for the others: at the highest dose activity change, positive = activation, actives largely listed as activators; note: potency is the fitted concentration of half-maximal effect; % of control where 0% means no effect; nearly all actives have a fitted effect of over 45% in size
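H1299 (p53-null), stable ts p53-A138V + BP100-Luc; 1000 cells/well, Opti-MEM/10% FBS; cpd 4 pt, 1:5; 24 h, 37 deg C, 5% CO2; detection reagent 10 min RT; luminescence.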
Giardia kill = Giardia lamblia killing | activity change, % at 7.66 µM, hits read low | 0.15% of 340,000 active | AID 540267 | Giardia lamblia trophozoite viability; in the data active = activity change below about -80%; inconclusive = between about -30% and that limit;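 note: parasites exposed to compound for two days anaerobically before the ATP read; % is set by controls: 0 for no effect and ±100 for the full control effect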
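Media and compound were dispensed first, then trophozoites at 100 cells/well; plates sat 48 hrs at 37 deg C without oxygen before ATP luminescence reagent was added and read after 15-30 min at room temperature.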
Menin MLL FP TR = inhibitors of human menin-MLL interaction, mutant MLL peptide | Menin + Texas Red MLL mutant peptide, fluorescence polarization | Potency, µM (doses to about 61.6 µM), inactives show at the top dose FP activity change, negative = inhibition, hits mostly inhibitors | 0.23% of 270,000 active; active = well fitted inhibition curve with a large enough effect in the polarisation, with a control signal flat, not every such curve was filed as active; inconclusive = small, poorly fitted or top-dose-only effect, or effect the other way, or a change in a side signal; inactive = no such curve, though single readings can be large or run the other way; the % refers to the polarisation; note: potency is the fitted concentration of half-maximal effect; % of control where 0% means no effect; many of its hits are not listed in these tables
VP16 counter = Gal4-VP16 reporter inhibition counter-screen; Drosophila S2 Gal4-VP16 UAS-luciferase, luminescence, 20 h; Potency, µM (series often up to 53.6 µM), inactives show at the top dose activity, negative = inhibition, hits mostly inhibitors; 3.5% of 310,000 active;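 note: Gal4-VP16 expression switched on by copper sulfate through the metallothionein promoter; potency is the fitted concentration of half-maximal effect; % is set by controls: 0 for no effect and ±100 for the full control effect; nearly all actives have a fitted effect of over 50% in size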
FLuc counter = counter-screen for miR-21 project: firefly luciferase inhibitors or activators; 6.9% of 360,000 active; P08659; Potency, µM (series often up to 57.5 µM), inactives show top-dose activity change, negative = inhibition, actives largely listed as inhibitors; AID 588342; purified FLuc, Km substrates, luminescence inhibition;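 note: potency is the fitted concentration of half-maximal effect; plate controls were vehicle for no effect and reference inhibitor for full effect; nearly all actives have a fitted effect of over 55% in size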
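Purified P. pyralis luciferase, 10 nM final, with Km-level 10 uM D-luciferin and 10 uM ATP in 50 mM Tris acetate pH 7.5, 10 mM Mg acetate, 0.01% Tween-20, 0.05% BSA; 6-point qHTS titration about 60 µM downward; luminescence read.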
ELG1 genotoxic = inducers of genotoxicity in HEK293T ELG1-luciferase cells. HEK293T ELG1-luciferase reporter, luminescence, 16 h. Potency, µM (highest dose often 46 µM), without a hit: top-dose activity change, positive = activation, actives largely listed as activators. 1.3% of 330,000 active. AID 504466; note: potency is the fitted concentration of half-maximal effect; % of control where 0% means no effect; nearly all actives have a fitted effect of over 60% in size
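Screening used a luciferase reporter fused to human ELG1 in HEK293T cells. Luminescence was read on a CCD plate imager after 16 hr exposure and 30 min ONE-Glo incubation.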
* = called active by the depositor; ? = inconclusive; . = no result given; & = joins results of further samples; [ ] = remark or other dose. Unless noted, calls come from the whole dose curve; as a rule, active = well fitted curve in the direction sought with a large enough effect; inconclusive = small, poorly fitted or top-dose-only effect, or another doubt; inactive = no such curve, though single readings can be large; an effect the other way counts as inactive or inconclusive. A portion of the library. The share of hits here may be higher or lower than overall.

Below each compound – RORg inh	NPC1 promoter act	PKM2 activator	BRCA1 expr act	Rab9 promoter act	p53 reactivation	Giardia kill	Menin MLL FP TR	VP16 counter	FLuc counter	ELG1 genotoxic
COc1ccc(/C=C\C(=O)Oc2cccc(/C=N/NC(=O)Cc3ccc(OC)c(OC)c3)c2)cc1
 : -28.2%	?	0.0%	65.7%	?	?	15.5	20.2%	12.6µM*	10.7µM*	?
COc1ccc(NC(=O)c2cccc([N+](=O)[O-])c2)cc1
 : -0.1%	?	-2.1%	?	?	24.8%	-2.9	-3.0%	-9.8%	?	?
COc1ccc(C(=O)N/C(=C/c2cccs2)C(=O)NCCCn2ccnc2)cc1OC
 : -4.1%	-4.1%	1.5%	9.5%	6.7%	-5.2%	-4.7	3.0%	3.2%	1.0%	0.8%
N#CC(C#N)=C1C=CC=CN1/C(=C\c1ccco1)C(=O)c1ccc(-c2ccccc2)cc1
 : 3.98µM*	-16.5%	12.7%	-96.1%[inhibitor]	-31.0%[inhibitor]	-40.1%[inhibitor]	-17.5	?	3.16µM*	-15.2%	-11.4%
Cc1ccc(S(=O)(=O)NC(=O)c2cccc(C)c2)cc1
 : 0.4%	-2.7%	-2.9%	7.0%	-0.8%	-10.8%	-1.0	.	-8.0%	5.7%	-2.6%
Cc1ccc(NC(=O)CSc2nnc(-c3cccnc3)s2)cc1
 : -7.8%	1.0%	-16.5%	-13.2%	1.2%	7.2%	7.5	-7.2%	-9.5%	-0.2%	3.4%
CC(=O)c1c(C)[nH]c(C(=O)CSc2nnc(-c3ccco3)o2)c1C
 : 29.2%	-3.1%	12.3%	-68.9%	-9.3%	-1.4%	2.5	14.5%	-3.4%	4.7%	-6.9%
COCCN(C(=O)COC(=O)c1ccccc1NCc1ccco1)c1c(N)n(Cc2ccccc2)c(=O)[nH]c1=O
 : .	-2.1%	.	-26.9%	1.1%	-8.4%	-15.9	.	.	1.8%	-0.4%
O=C(NCCNC(=O)c1cc(F)cc(F)c1)c1cc(F)cc(F)c1
 : 29.4%	0.4%	.	-0.7%	-4.8%	-3.8%	15.4	-23.7%	-7.2%	1.9%	0.1%
COCCCNC(=S)NNC(=S)Nc1cccc(Cl)c1
 : -28.6%	7.2%	-17.7%	81.1%	28.8%	2.4%	2.1	.	5.8%	-8.3%	0.2%
COc1ccc(Oc2nc3c(c(=O)n(C)c(=O)n3C)n2Cc2cccc(OC)c2)cc1
 : -8.8%	-0.5%	-5.0%	-6.9%	-4.3%	4.5%	1.3	-10.8%	1.4%	0.6%	8.1%
COc1ccc2c(C)cc(Sc3nnnn3-c3ccccc3)nc2c1
 : 0.7%	0.4%	11.0%	-41.0%	-8.6%	-11.4%	-6.3	6.3%	-7.9%	1.5%	-3.7%
CCC1=C2CC[C@H]3C(=O)N(C)C(=O)[C@H]3[C@H]2[C@@]2(Cc3ccccc3)C(=NCC(=O)OC)OC(=O)N2C1=O
 : 11.7%&17.3%	1.0%	-0.6%&-6.0%	-4.7%	-6.9%	5.4%	-12.5	8.2%	-16.6%&-2.9%	2.2%	3.3%
CSc1nc(-c2ccccc2)nc(N)c1C(C)=O
 : 27.1%	-1.2%	-4.8%	.	-4.4%	-0.9%	.	-9.9%	-4.5%	-14.3%	-2.3%
CC1(C)CNc2cc([N+](=O)[O-])ccc2S1
 : 8.5%	?	-1.6%	75.1%	?	-2.2%	1.0	0.6%	-6.0%[10 µM]	26.9µM*	?
CC(=O)N(CCC(c1ccco1)C(C)C)Cc1ccc(OC(C)C)cc1 (stereo not drawn)
 : 38.8%	1.3%	6.4%	-16.2%	-4.9%	-0.8%	3.2	.	-11.7%	4.0%	-4.7%
C=CCNC(=O)c1ccccc1NC(=O)c1ccccc1N(C)S(C)(=O)=O
 : -1.3%	-2.7%	7.6%	-21.9%	1.2%	0.1%	-2.1	12.2%	16.7%	-2.7%	-0.9%
COc1ccc(NC(=O)CN2CCC(NC(=O)C3CCCCC3)CC2)cc1
 : -1.0%	-1.4%	-1.2%	0.4%	0.1%	?	-8.2	-0.7%	0.6%	-1.4%	1.4%
Cc1cccc(N(Cc2ccccc2)C(=O)c2ccccc2F)c1
 : 2.6%	-0.2%	24.9%	2.3%	8.7%	5.3%	-2.1	-6.4%	-12.3%	-3.1%	-1.7%
CC1CCN(C(=O)COC(=O)Cc2c[nH]c3ccccc23)CC1
 : 24.8%	-0.3%	-0.4%	-5.3%	3.9%	17.2%	-0.3	-9.9%	-2.5%	-8.1%	-0.7%
COc1ccc(C(=O)COC(=O)c2cc(=O)[nH]c3ccccc23)c(OC)c1
 : .	3.16µM*	.	12.6µM*	2.24µM*	?	-8.0	.	.	?	?
CC(Oc1ccccc1Cl)C(=O)N(Cc1ccco1)C1CCS(=O)(=O)C1 (stereo not drawn)
 : 23.2%	-0.1%	-2.8%	0.7%	8.2%	-1.5%	-16.4	-0.5%	6.7%	-0.1%	-3.7%
Cc1nn(C)c(C(=O)N/N=C/c2cc3c(cc2Br)OCO3)c1Br
 : ?	-2.2%	3.5%	-24.7%	-0.9%	-0.9%	-4.4	-17.3%	-0.4%	2.8%	1.0%
COC(=O)c1sccc1NC(=O)CC1C(=O)NCCN1C(=O)c1ccc(F)cc1 (stereo not drawn)
 : -3.1%	1.0%	-2.4%	6.7%	-2.2%	-3.9%	-14.3	.	-3.2%	-1.5%	-0.9%
O=C(Nc1cccc(Cl)c1)OCCN1CCN(Cc2ccccc2)CCC1=O
 : ?	-1.6%	2.0%	-27.7%	0.5%	-6.9%	-15.2	-3.7%&11.5%	-26.2%&7.8%	-12.3%	-0.5%
CSc1ccc(CN2CCCC(CNC(=O)c3ccc(F)cc3)C2)cc1 (stereo not drawn)
 : 3.9%	-1.0%	-1.6%	-20.8%	1.6%	-0.1%	14.2	?	-8.5%	-0.1%	-1.1%
CSc1cccc(NC(=O)CN(c2cc(C)ccc2C)S(C)(=O)=O)c1
 : ?	1.0%	0.6%	-30.5%	1.0%	-3.6%	3.1	23.6%	1.1%	-1.8%	0.8%
Cc1cccc(-n2c(Cc3cc(=O)[nH]c(=O)[nH]3)nnc2SCC(=O)NCC2CCCO2)c1 (stereo not drawn)
 : -2.1%	0.0%	-0.2%	5.0%	3.0%	1.0%	8.4	11.6%[11.7 µM]	7.4%	-0.1%	-1.0%
Cc1cc(C)c(C2=CSC3=NS(=O)(=O)CCN23)c(C)c1
 : 31.8%	-9.1%	1.4%	-0.8%	-3.5%	-2.4%	-9.7	-7.5%	-9.6%	1.2%	-8.7%
Cc1ccc(S(=O)(=O)NN2C(=O)c3ccccc3NC2c2ccccn2)cc1 (stereo not drawn)
 : -11.6%	0.3%	2.4%	-13.2%	1.8%	-0.4%	18.9	-1.7%	1.6%	-7.5%	-0.7%
CCOc1ccccc1NC(=O)CSc1nnc2c(CC)c(C)nc(N)n12
 : 5.7%	-0.9%	2.0%	7.6%	-1.0%	2.1%	3.7	16.8%	0.6%	1.0%	-2.5%
CCCc1ccc2oc(C(=O)N(C)Cc3cnccn3)c(C)c2c1
 : -11.7%	1.9%	4.3%	82.6%	0.5%	-6.2%	-5.8	.	6.7%	-5.3%	11.7%
Clc1nc(-c2ccccc2)c2ccccc2n1
 : -16.4%	-0.5%	0.0%	1.5%	-1.4%	-63.9%[inhibitor]	-7.3	7.5%	3.8%	-0.8%	4.0%
CCN(CC)CCC(c1ccc(N(C)C)cc1)c1c(OC)cc(OC)c2c(-c3ccccc3)cc(=O)oc12 (stereo not drawn)
 : ?	-5.0%	2.3%	-34.9%	-4.0%	-0.3%	-18.2&2.9	-14.7%	?	-2.0%	3.4%
CC(=O)c1cccc(NC(=O)Nc2nc(C)cc(C)n2)c1
 : -16.4%	5.7%	6.7%	9.8%	3.7%	-2.9%	37.7[activator]	.	-0.1%	0.5%	-3.9%
COc1cccc(-c2sc3ccc(OC)cc3c2C#CCC(C)O)c1 (stereo not drawn)
 : .	-0.6%	.	-46.4%	-7.4%	16.1%	7.1	.	.	-17.9%	3.8%

Bioassay records: PubChem BioAssay, National Center for Advancing Translational Sciences (NCATS)
